From PubChem
TbREL1 inh: TbREL1 RNA ligase inhibitors, primary screen, biochemical, FRET fluorescence; RNA-editing ligase 1, mitochondrial (Trypanosoma brucei brucei), P86926; TbREL1 RNA ligation; inhibition, % at 9.66 µM; actives 0.49% (n = 89,000); AID 1117264, 2014;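 active = inhibition above the mean inhibition across all screened compounds plus 3 SD, cut at about 11% in these data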;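 also: 0% = plate median of test wells and 100% = NSC42067 control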
Target sequence (P86926 whole entry, looked up): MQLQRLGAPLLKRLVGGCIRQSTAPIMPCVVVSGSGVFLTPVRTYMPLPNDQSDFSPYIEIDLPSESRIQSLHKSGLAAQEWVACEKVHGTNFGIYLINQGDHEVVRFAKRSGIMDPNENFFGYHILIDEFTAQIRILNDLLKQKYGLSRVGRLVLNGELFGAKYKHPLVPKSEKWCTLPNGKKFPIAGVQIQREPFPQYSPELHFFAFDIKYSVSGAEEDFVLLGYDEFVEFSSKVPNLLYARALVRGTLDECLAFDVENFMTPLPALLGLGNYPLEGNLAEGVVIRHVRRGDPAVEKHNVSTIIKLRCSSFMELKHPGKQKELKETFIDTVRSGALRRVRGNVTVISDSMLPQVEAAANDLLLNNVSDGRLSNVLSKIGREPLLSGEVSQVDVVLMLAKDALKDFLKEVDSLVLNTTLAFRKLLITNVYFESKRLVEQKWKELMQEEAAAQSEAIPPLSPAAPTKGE
Active calls of the source: *; & = joins results of further samples. An excerpt (hit frequency here may not be typical).

Structure	TbREL1 inh
CC1CCCC(C)N1CC(C)(C)NS(=O)(=O)c1ccc(Cl)cc1 (stereo not drawn)	0
O=C(NCc1ccco1)C1CC(c2ccc(Cl)c(Cl)c2)=NO1 (stereo not drawn)	-1
Cc1cc(C)c2c(N)c(S(=O)(=O)c3ccccc3)sc2n1	0
COc1ccc(CCNC(=O)[C@@H]2C[C@H]2c2ccccc2)cc1OC	0
CC(=O)c1c(C)[nH]c(C(=O)OCC(=O)N2CC(=O)Nc3ccccc32)c1C	-4
O=C(COC(=O)c1cccs1)NC1CCCC1	-1
CCn1c(C)nc2cc(C(=O)NNC(=O)Nc3cccc(Cl)c3)ccc21	-1
CCCc1nc2c(C)cc(Br)cn2c1Cc1ccccc1C(F)(F)F	0
COc1cc(/C=N/NC(=O)c2ccoc2C)cc(OC)c1OC	2
CCCN(C(=O)COC(=O)CCOc1ccc(C)cc1)c1c(N)n(Cc2ccccc2)c(=O)[nH]c1=O	2
NC(=O)COc1ccc2cc(-c3ccccc3)c(=O)oc2c1	5
CN1C(=O)C(O)(C2COC(C)(C)CC2=O)c2ccccc21 (stereo not drawn)	0
CCOc1cc(/C=N/Nc2cc(C)nc3ccc(C)cc23)ccc1O	0
CCSCc1nnc(SCC(=O)Nc2cc(F)ccc2C)n1C	-4
O=C(NCCO)[C@H](Cc1ccccc1)NC1(C(=O)NCCc2c[nH]c3ccccc23)CCCCC1	-8
FC(F)(F)c1cccc(-c2nn[nH]n2)c1	4
COc1ccc(N(CC(=O)N2CCCCCC2)S(=O)(=O)c2ccccc2[N+](=O)[O-])c(OC)c1	-7
CCCS(=O)(=O)NCCc1cc2ccc(OC)cc2[nH]c1=O	-3
CS(=O)(=O)N(CC(=O)N1CCN(c2ccc(F)cc2)CC1)c1ccc(F)c(Cl)c1	-3
Cc1oc2cc3oc(=O)c(CCC(=O)NCCC(=O)O)c(C)c3cc2c1C	4
COc1cccc(/C=N/NC(=O)c2ccc(CN3c4cccc5cccc(c45)S3(=O)=O)cc2)c1	1
O=C(Nc1ccnn1C1CCN(CC(O)CO)CC1)C1CCCC1 (stereo not drawn)	-2
COC(=O)c1cccc(N(CC(=O)NC2CCCC2)C(=O)CCC(=O)Nc2cc(C)on2)c1	-4
O=C(CNC(=O)c1ccc(=O)[nH]c1)Nc1ccc(F)c(F)c1	0

A draw from above in order of SMILES length, lowest first:
Structure	TbREL1 inh
NC(=O)COc1ccc2cc(-c3ccccc3)c(=O)oc2c1	5
CN1C(=O)C(O)(C2COC(C)(C)CC2=O)c2ccccc21 (stereo not drawn)	0
O=C(CNC(=O)c1ccc(=O)[nH]c1)Nc1ccc(F)c(F)c1	0
CCn1c(C)nc2cc(C(=O)NNC(=O)Nc3cccc(Cl)c3)ccc21	-1

(more compounds)
Structure	TbREL1 inh
CC(C)n1c(C(F)(F)F)nc2cc(C(=O)N3CCOCC3)ccc21	0
COc1ccc2c(c1)OC[C@H]1[C@H]2N2C(=O)c3cc(OC)c(OC)cc3NC(=O)[C@@]2(C)[C@H]1c1ccccc1	-2
COc1ccc(NC(=O)C23CCC(C)(C(=O)O2)C3(C)C)cc1 (stereo not drawn)	-1
COCCN(C(=O)c1cc(-c2ccco2)nc2ccccc12)c1c(N)n(Cc2ccccc2)c(=O)[nH]c1=O	2
O=C(Nc1ccccc1N1CCCC1)C1CCN(S(=O)(=O)c2ccccc2)CC1	-3
Cc1noc(C)c1NC(=O)N(C)C[C@H]1Oc2ccc(NC(=O)Nc3ccc4c(c3)OCO4)cc2C(=O)N([C@H](C)CO)C[C@@H]1C	-1
CCN(CC)c1ccc(/C=N/NC(=O)OC)c(O)c1	-6
COc1ccc(NC(=O)Nc2ccc3c(c2)N(C)C(=O)CS3)cc1Cl	1
NC(=O)c1nsc(C(=O)N(Cc2cccnc2)C(C(=O)NCc2ccc(F)cc2)c2ccc(F)cc2)c1N (stereo not drawn)	-2
CCC(C)NCCCOc1cc(Cl)ccc1Cl (stereo not drawn)	7
N/C(CC(=O)Nc1ccc(F)cc1F)=N\OC(=O)c1cccs1	0
O=C1C[C@@H](O)[C@H](O)c2cccc(O)c21	7
COCCN(C(=O)CSc1nnc(-c2ccccc2C)n1C)c1c(N)n(Cc2ccccc2)c(=O)[nH]c1=O	-1
Cc1cc(C(=O)NNC(=O)COc2ccccc2Cl)n[nH]1	1
COc1ccc(C(C(=O)NC(C)(C)C)n2c(=O)c(-c3ccccc3)nc3ccccc32)cc1 (stereo not drawn)	0
Cc1ccc(NC(=O)c2sccc2C)cc1[N+](=O)[O-]	4
Cc1ccccc1CNC(=O)C1CCC(CNS(=O)(=O)c2cccc3cccnc23)CC1 (stereo not drawn)	1
O=c1[nH]c(Nc2ccccc2Cl)cc2ccccc12	11
O=C(Nc1ccccc1F)c1cc(S(=O)(=O)N2CCOCC2)ccc1N1CCOCC1	0
CN(CC(=O)Nc1ccc(Cl)cc1)C(=O)c1ccc(COc2ccccc2)cc1	0
Cc1cnc(NC(=O)CSc2nnc(Cc3ccccc3)n2C)s1	0
COc1ccc(CC(=O)OCC(=O)Nc2ccc(C(=O)Nc3ccc(OC)cc3)cc2)cc1	-2
CCCSc1nc2c(cnn2-c2ccc(C)cc2)c(=O)[nH]1	-1
O=C(CC1SC2=NCCN2C1=O)Nc1ccc(Cl)cc1 (stereo not drawn)	-2
Cc1cccc(NS(=O)(=O)Cc2ccccc2)n1	4
C#Cc1ccc([C@H]2C=C(C(=O)N3CCN(Cc4ccccc4)CC3)O[C@@H](OCC)[C@@H]2CCCO)cc1	-4
CCCCN1CCS(=O)(=O)N(Cc2ccc(Cl)cc2)C(C(=O)OC)C1 (stereo not drawn)	2
COc1ccc2c(ccn2S(=O)(=O)c2ccccc2)c1	2
Cc1cc(N2CCNC[C@@H]2C)ccc1N1C[C@@H](C)O[C@@H](C)C1	2
CCN1CCN(Cc2c(O)c(Cl)cc3c(C)cc(=O)oc23)CC1	0
O=c1ccnc(Nc2ccc3c(c2)OCCO3)[nH]1	8
CC(C)(C)c1ccc(OCCCCCCN2CCNCC2)cc1	8
O=C1c2cccc3c([N+](=O)[O-])ccc(c23)C(=O)N1CCc1ccccn1	0
CCOc1ncccc1C(=O)NNC(=O)c1csc(N2CCOCC2)n1	8
COc1ccc(/C=N/NC(=O)Cc2csc(Nc3cccc(C(F)(F)F)c3)n2)c(OC)c1	-1
CC1(C(=O)Nc2ccc(Cl)c(C(F)(F)F)c2)Cc2c(-c3ccc4c(c3)OCO4)ccnc2O1 (stereo not drawn)	7
CC(C)NC(=O)c1ccc(-n2c(=S)[nH]c3ccccc3c2=O)cc1	2
CC(C)OCP(=O)(c1ccccc1)c1ccccc1	-2
CC1(C)O[C@@H]2[C@H](O1)[C@@H](COS(=O)(=O)O)O[C@H]2n1cnc2c(=O)[nH]cnc21	1
COc1ccccc1C(=O)N/C(=C\c1cn(C)c2ccccc12)C(=O)NCCCn1ccnc1	-3
CC1CCCCC1NC(=O)CO/N=C/c1ccc(OC(F)F)cc1 (stereo not drawn)	0
CCc1ccc(NC(=O)N2CCCCCC2)cc1	-2
O=C(c1ccc2nc(N3CCCCC3)sc2c1)N1CCN(c2ccccn2)CC1	-1
Cc1ccccc1NC(=O)c1ccc(OCc2c(C)noc2C)cc1	4
CC(=O)c1ccc(OCc2ccccc2)c(C)c1O	4
CC(=O)Nc1ccc(Nc2c([N+](=O)[O-])cc(S(C)(=O)=O)cc2[N+](=O)[O-])cc1	-3
CC(=O)C1=C(C)N(Cc2ccc(Br)cc2)C(=S)NC1c1cccc(Cl)c1 (stereo not drawn)	-5
O=C(CSc1nnc(NC(=O)C2CCC2)s1)Nc1ccccc1Br	2
CC(=O)Nc1ccc(CNc2nc(NC(C)C)nc3cc(-c4ccccc4)sc23)cc1	11
O=C(NCCCn1ccnc1)c1nc(Cn2cc([N+](=O)[O-])cn2)no1	-1
Oc1ccc(C[C@H]2CNC(=S)N2CC2CCCN2C[C@H](Cc2ccc(O)cc2)N2C[C@H](Cc3ccccc3)N(CCc3ccccc3)C2=S)cc1 (stereo partly drawn)	-4
COc1ccc(CN2C(=O)C(C)Nc3ncnc(N4CCN(c5ccccc5)CC4)c32)cc1 (stereo not drawn)	-2
O=C(NCC1CCCCC1)C1(CC2CC(c3ccc(Cl)cc3)=NO2)CCNCC1 (stereo not drawn)	7
Cc1ccc(N2C(=O)CSC2=S)cc1C	0
CCN(CC)S(=O)(=O)c1cc(NC(=O)CN2CCN(c3ccccn3)CC2)ccc1C	-2
CC12CCC(=O)N1C(C(=O)Nc1cccc3ccccc13)CS2 (stereo not drawn)	-3

The list continues:
Structure	TbREL1 inh
Cc1cc(NC(=O)C2C3C(=O)N(CC4CCCO4)C(C(=O)NC(C)(C)C)C34C=CC2(C)O4)no1 (stereo not drawn)	5
COc1nnc(-c2ccc(N3CCCCC3)c(NC(C)=O)c2)c2ccccc12	1
O=C(CSc1ccc2nnc(-c3ccncc3)n2n1)Nc1ccccc1F	2
CC(=O)c1ccccc1NC(=O)COC(=O)c1c(C)nn(-c2ccccc2)c1C	-3
COc1ccc(N2CCN(C3CC(=O)N(Cc4ccccc4)C3=O)CC2)cc1 (stereo not drawn)	-1
CC(=O)Nc1ccc(OCc2cccc3ccccc23)cc1	-2
O=c1[nH]c2ccc(S(=O)(=O)N3CCCC3)cc2o1	1
O=[N+]([O-])c1ccc(N/N=C/c2ccc(O)c(O)c2O)c(S(=O)(=O)N2CCOCC2)c1	2
COc1ccc(-n2cc(C(=O)c3ccc4ccccc4c3O)cn2)cc1	1
Cn1c(=O)c2c(ncn2CC(COCc2ccccc2Cl)OCc2ccccc2Cl)n(C)c1=O (stereo not drawn)	2
O=C1CCc2cc(S(=O)(=O)Nc3ccccc3)cc3c2N1CC3	9
CCOc1ccc(NC(=O)CN(C)C(=O)c2cn(-c3ccc(C)cc3)nc2-c2cccc(OC)c2)cc1OCC	0
COc1ccccc1C(=O)N/C(=C\c1cn(C)c2ccccc12)C(=O)N1CCCC1	-9
Cc1ccc(C)c(NC(=O)CSc2nnc(-c3ccccc3)o2)c1	0
COC(=O)c1ccc(COc2ccc(/C=N/Nc3nc(C)cc(=O)[nH]3)cc2)cc1	-2
Cc1cc(C)c2sc(N(CCCN(C)C)C(=O)c3ccc(Br)s3)nc2c1	5
CCC(CC)C(=O)NCCc1cc2ccc(C)cc2[nH]c1=O	3
CCOC(=O)c1[nH]c2ccc(C)cc2c1N	-4
CN(C)CCOC(=O)C1(c2ccccc2)CCOCC1	-3&1
Cc1ccc2nc3c(cc(C(=O)NCC4CCCO4)c(=N)n3CCCOC(C)C)c(=O)n2c1 (stereo not drawn)	0
CCCCCn1c(=O)[nH]c2cc(C(=O)NCCCN(C)Cc3ccccc3)ccc2c1=O	2
CC(O)CNc1cc(N)c([N+](=O)[O-])cc1[N+](=O)[O-] (stereo not drawn)	6
CS(=O)(=O)N1CCC(C(=O)Nc2cccc(Cl)c2Cl)CC1	1
CN(C)S(=O)(=O)c1ccc2c(c1)nc(CCC(=O)NCc1ccc(Cl)cc1)n2C	-1
CCOc1ccc(OCCC(=O)Nc2ccc3c(c2)OCO3)cc1	-2
Cn1c2ccccc2c(=O)c2ccc(C#CC3(N)CCCCC3)cc21	5
Cn1c(CO)cnc1SCc1c(Cl)cccc1Cl	-2
O=C1[C@H](Cc2ccccc2)NCCCC[C@@H](c2ccco2)N1Cc1ccccc1	-1
Cc1ccc(CNc2nc(-c3cccnc3)nc3ccccc23)cc1	0
CC(CNC(=O)[C@H]1O[C@@H](n2cnc3c(=O)[nH]c(N)nc32)[C@H](O)[C@@H]1O)c1ccccc1 (stereo partly drawn)	0
NC(=O)c1ccc[n+](CC(=O)c2ccccc2)c1	-1
Cc1cn(CC(=O)NCCc2c[nH]c3ccccc23)c(=O)[nH]c1=O	0

Quoted from the listing.
`CN(CC(=O)Nc1ccc(Cl)cc1)C(=O)c1ccc(COc2ccccc2)cc1` @ TbREL1 inh: 0
`CC(C)(C)c1ccc(OCCCCCCN2CCNCC2)cc1` @ TbREL1 inh: 8
`COc1ccc(CN2C(=O)C(C)Nc3ncnc(N4CCN(c5ccccc5)CC4)c32)cc1` (stereo not drawn) @ TbREL1 inh: -2
`COc1cc(/C=N/NC(=O)c2ccoc2C)cc(OC)c1OC` @ TbREL1 inh: 2
`NC(=O)c1nsc(C(=O)N(Cc2cccnc2)C(C(=O)NCc2ccc(F)cc2)c2ccc(F)cc2)c1N` (stereo not drawn) @ TbREL1 inh: -2
`NC(=O)c1ccc[n+](CC(=O)c2ccccc2)c1` @ TbREL1 inh: -1
`COc1ccccc1C(=O)N/C(=C\c1cn(C)c2ccccc12)C(=O)N1CCCC1` @ TbREL1 inh: -9

Remaining list, next part:
Structure	TbREL1 inh
CC(C)c1nnc(N2C(=O)c3oc4ccccc4c(=O)c3C2c2ccco2)s1 (stereo not drawn)	-3
NC(=O)C(c1ccc(Cl)cc1)c1ccc(Sc2ccccc2)nn1 (stereo not drawn)	-1
COC(=O)c1c(C(=O)OC)c(-c2ccc(C(C)(C)C)cc2)n2c1CS(=O)C2 (stereo not drawn)	0
CC(C)COC(=O)c1ccc(NC(=O)C2C3C=CC(C3)C2C(=O)O)cc1 (stereo not drawn)	-6
COc1ccc(CCNC(=O)CSc2ccc(-c3ccncc3)nn2)cc1	-1
CCCS(=O)(=O)c1c(S(=O)(=O)CCC)c2ccccn2c1C(=O)OC	-1
Nc1c2c(nc3sc4c(c13)CCCC4)-c1ccccc1CC2	6
O=C1Oc2ccccc2C(=O)/C1=C/N1CCN(c2ccccc2F)CC1	3
CC1(C)Cc2ccccc2-c2nnc(SCC(=O)Nc3ccc4c(c3)OCO4)n21	-2
COc1ccc(Cl)cc1NC(=O)CSc1nnc(CN2CCOCC2)n1-c1ccc(Cl)cc1	-1
C=C[C@H](CC(C)C)N(Cc1ccccc1)S(=O)(=O)N(Cc1ccccc1)[C@@H](C=C)CC(C)C	2
COc1ccccc1C(=O)C(O)c1ccccc1OC (stereo not drawn)	2
COC(=O)c1ccccc1NC(=O)c1cccc(NC(=O)c2ccc(Br)o2)c1C	-3
COc1ccc(OCc2nc(N)nc(Nc3ccccc3)n2)cc1	-1
